# Pf apPOL inh = Pf-apPOL DNA polymerase inhibition; Recombinant Pf-apPOL, molecular beacon fluorescence, 1.5 h; inhibition, % at 10 µM; AID 1794808; 210,000 tested, 0.25% active
# mHTT CaM bind = inhibitors of human mutant huntingtin-calmodulin interaction; P42858; AlphaScreen His-mHTT/GST-CaM binding, luminescence; inhibition, % at 15 µM; 190,000 tested, 3.6% active; AID 1671202;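 note: 0% = both proteins with DMSO and 100% = one protein alone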
# * = called active by the depositor; i = inactive; . = no result given; & = joins results of further samples. Cut-off read from the data, not from the text of the source: active = inhibition above about 50%; inactive = the rest.
SMILES,Pf apPOL inh,mHTT CaM bind
CC1CCCCN1CCNC(=O)C1CCN(S(=O)(=O)N2CCC3(CC2)OCCO3)CC1 (centres undefined),-14,-1
Cc1nnc(-c2nnc(NCc3ccc(Cl)cc3)c3ccccc23)o1,-2,18
Cc1ccc(C(=O)n2nnc3ccccc32)cc1[N+](=O)[O-],-2,3
CC1=NN(c2cc(C)c3ccccc3n2)C2(O)CC3C(C12)C3(C)C (centres undefined),1,-5
CCOc1ccc(NC(=O)c2cc(C)n3nc(C)cc3n2)cc1,-2,-1
O=C(CSc1nc2ccccc2o1)NCc1cc(-c2ccco2)on1,2,0
C=CCN(C(=O)c1cccc(OC)c1)c1nnc(-c2ccc(Cl)cc2)s1,-1,-14
CC(=O)Nc1cccc(N=Cc2c(C)[nH]n(-c3ccc(F)cc3)c2=O)c1,-3,5
CN(C1CCCCC1)S(=O)(=O)c1ccc(C(=O)Nc2nnc(-c3ccc(F)cc3)o2)cc1,-52,3
Cc1ccc2nc(/C(C#N)=C/c3ccccc3OCC#N)[nH]c2c1,-7,18
CC(=O)N1/C(=C/c2ccc(N(C)C)cc2)C(=O)c2ccccc21,-1,84*
O=[N+]([O-])c1cccc(CN2CCSCC2)c1,-4,2
CS(=O)(=O)c1ccc(C(=O)O)c(Cl)c1,-2,.
O=C(c1cccc(S(=O)(=O)N2CCN(c3ccccc3)CC2)c1)N1CCCc2ccccc21,-3,18
Cc1cc(C2CCCN2Cc2cn[nH]c2-c2ccccc2)on1 (centres undefined),-3,25
CC(C)C(=O)N1CCc2cc(C(=O)N(C)C)ccc21,-3,3
O=C(NC1CCCCC1)C1CCCN(c2ncc(-c3cccc(F)c3)cn2)C1 (centres undefined),1,0
c1c[nH]c(CN2CCCC(OCc3nc(-c4cnccn4)no3)C2)c1 (centres undefined),-7,17
Cc1cc(NC(=O)CN2C(=O)S/C(=C\c3ccccc3)C2=O)no1,-1,11
Cc1noc(C)c1C(=O)ON=C(N)Cc1ccc(-c2csnn2)cc1,-4,.
CC1Cc2nc(SCC(=O)Nc3cccc(Cl)c3)n(C)c(=O)c2S1 (centres undefined),5,22
COc1ccc(OCC(=O)O/N=C(\N)c2ccncc2)cc1,-9,i
COc1cccc(C2C(=C(O)c3ccccc3)C(=O)C(=O)N2CCN(C)C)c1OC (centres undefined),6,-2
COc1cccc(CNC(=O)C2=C3CCCN3c3ccccc3S2(=O)=O)c1,0,4
CCOc1cc(/C=C2\C(=O)NN(c3ccccc3)C2=O)cc(Cl)c1OCC,1,61*

# Sorted by length of the SMILES (lowest first): some entries from above.
SMILES,Pf apPOL inh,mHTT CaM bind
CS(=O)(=O)c1ccc(C(=O)O)c(Cl)c1,-2,.
O=[N+]([O-])c1cccc(CN2CCSCC2)c1,-4,2
CC(C)C(=O)N1CCc2cc(C(=O)N(C)C)ccc21,-3,3
COc1ccc(OCC(=O)O/N=C(\N)c2ccncc2)cc1,-9,i
Cc1cc(C2CCCN2Cc2cn[nH]c2-c2ccccc2)on1 (centres undefined),-3,25
CCOc1ccc(NC(=O)c2cc(C)n3nc(C)cc3n2)cc1,-2,-1
O=C(CSc1nc2ccccc2o1)NCc1cc(-c2ccco2)on1,2,0
Cc1nnc(-c2nnc(NCc3ccc(Cl)cc3)c3ccccc23)o1,-2,18
Cc1ccc2nc(/C(C#N)=C/c3ccccc3OCC#N)[nH]c2c1,-7,18
CC1Cc2nc(SCC(=O)Nc3cccc(Cl)c3)n(C)c(=O)c2S1 (centres undefined),5,22
CC(=O)N1/C(=C/c2ccc(N(C)C)cc2)C(=O)c2ccccc21,-1,84*
CC1=NN(c2cc(C)c3ccccc3n2)C2(O)CC3C(C12)C3(C)C (centres undefined),1,-5
O=C(NC1CCCCC1)C1CCCN(c2ncc(-c3cccc(F)c3)cn2)C1 (centres undefined),1,0
CCOc1cc(/C=C2\C(=O)NN(c3ccccc3)C2=O)cc(Cl)c1OCC,1,61*
CC(=O)Nc1cccc(N=Cc2c(C)[nH]n(-c3ccc(F)cc3)c2=O)c1,-3,5
COc1cccc(C2C(=C(O)c3ccccc3)C(=O)C(=O)N2CCN(C)C)c1OC (centres undefined),6,-2
CC1CCCCN1CCNC(=O)C1CCN(S(=O)(=O)N2CCC3(CC2)OCCO3)CC1 (centres undefined),-14,-1
O=C(c1cccc(S(=O)(=O)N2CCN(c3ccccc3)CC2)c1)N1CCCc2ccccc21,-3,18
CN(C1CCCCC1)S(=O)(=O)c1ccc(C(=O)Nc2nnc(-c3ccc(F)cc3)o2)cc1,-52,3

# Carrying on:
SMILES,Pf apPOL inh,mHTT CaM bind
CCSc1ccccc1C(=O)NCC1CCN(Cc2ccsc2)CC1,-2,-10
CCOc1ccccc1S(=O)(=O)N1CCc2nc(NC(=O)c3cnccn3)sc2C1,18,50*
CCN(CC)c1cc(CNC(=O)Nc2cccc(Cl)c2)ccn1,0,4
O=C1C(=O)N(c2ncccn2)C(c2cccc([N+](=O)[O-])c2)C1=C(O)c1ccc(Cl)cc1 (centres undefined),-2,1
CCN1c2ccccc2C(=O)NC12CCN(C(=O)c1cccc(Cl)c1)CC2,-4,7
Cc1cccc(C(=O)N2CCCC(C)(C(=O)NCc3cccc(F)c3)C2)c1 (centres undefined),0,2
Cc1ccccc1NC(=O)CCCc1ccccc1,0,-7
CCOC(=O)C(C)Sc1nnc(NC(=O)Cc2ccc(OC)cc2)s1 (centres undefined),2,-10
N#CCC[C@@H]1CC[C@]2(CCCN(C(=O)c3ccc4ccccc4n3)C2)O1,-7,-7
COc1ccccc1/C=C/C1=NC(=C\c2ccc(C)cc2)/C(=O)O1,1,-6
COc1ccc(CNC(=O)C2CCCN(Cc3nc(-c4ccccc4F)oc3C)C2)cc1 (centres undefined),-3,13
CN(C)C1CCN(Cc2cccc(C(F)(F)F)c2)CC1CO (centres undefined),-6,7
CCOc1cccc(C(=O)Nc2ccc(CC)cc2)c1,-5,-20
CN(C)c1ccc(N2C(=O)c3ccccc3NC2c2cccc([N+](=O)[O-])c2)cc1 (centres undefined),-2,44
CCc1c(C)sc(NC(=O)C(CC)c2ccccc2)c1C(N)=O (centres undefined),-1,1
CC(=O)N1c2ccc(S(=O)(=O)N3CCCC3)cc2CC1C (centres undefined),-9,-6
O=C1CN(C(=O)c2c(F)cccc2Cl)C(c2ccc(F)cc2)c2cc(Cl)ccc2N1 (centres undefined),-8,18
COc1ccc(OC)c(NS(=O)(=O)c2ccc(Br)cc2)c1,1,-4
O=C1OC(c2ccc(Cl)c([N+](=O)[O-])c2)=N/C1=C\c1cccc(C(F)(F)F)c1,0,13
CCOc1cc(CN2CCCC2c2cc(C(C)C)no2)ccc1O (centres undefined),-3,-5
Cn1nc(-c2nc(-c3ccccc3)no2)c2c1CCN(S(=O)(=O)c1cccc(F)c1)C2,-3,-5
CCOc1ccc(Sc2cc(C(=O)NCCCOC)c3ccccc3n2)cc1,-18,15
CC1CCN(S(=O)(=O)c2ccc(Br)c(C(=O)O)c2)CC1,-5,0
COCCNC(=O)N1CCCCC1c1nncn1Cc1ccccc1 (centres undefined),-5,-7
CCc1ccc(CN2CCN(c3ccccn3)CC2)cc1,-7,-2

# Reprinted at random: five records from the list
SMILES,Pf apPOL inh,mHTT CaM bind
CCc1ccc(CN2CCN(c3ccccn3)CC2)cc1,-7,-2
COc1ccc(OC)c(NS(=O)(=O)c2ccc(Br)cc2)c1,1,-4
CCOc1cc(CN2CCCC2c2cc(C(C)C)no2)ccc1O (centres undefined),-3,-5
CN(C)c1ccc(N2C(=O)c3ccccc3NC2c2cccc([N+](=O)[O-])c2)cc1 (centres undefined),-2,44
COc1ccccc1/C=C/C1=NC(=C\c2ccc(C)cc2)/C(=O)O1,1,-6

# Next records follow.
SMILES,Pf apPOL inh,mHTT CaM bind
COc1ccc(-c2cncc(C(=O)Nc3cccc(F)c3)c2)cc1,0,-10
CC(C)(C)C(=O)ON=C(N)CS(=O)(=O)c1ccc(Cl)cc1,0,.
CCn1c(N2CCC(C(=O)NCc3ccc4c(c3)OCO4)CC2)cc(=O)n(C)c1=O,-3,42
CCc1cc(=O)n(CC(=O)Nc2cc(C)ccc2OC)c(N2CCOCC2)n1,-6,-3
NC(=O)C1CCN(CC(=O)NCc2ccccc2)CC1,-1,0
Cc1cc(NC(=O)c2ccc3c(c2)C(=O)N(Cc2ccccc2)C3=O)no1,-5,-3
CSc1ccc(CNC(=O)C2CCN(c3ccc(N4CCOCC4)nn3)CC2)cc1,-2,16
CCS(=O)(=O)N1CCC(c2nc3cccnc3n2CCOC)C1 (centres undefined),-5,3
COc1cc(OC)nc(NCC(NC(=O)c2ccccc2)C(N)=O)n1 (centres undefined),1,.
Cc1ccnc(N2CCCC(C(=O)NC3CCCCCCC3)C2)n1 (centres undefined),0,-12
COc1cccc(/C=c2\sc3n(c2=O)CN(c2ccc(Br)cc2)CN=3)c1,8,5
C[C@@H]1CC=C[C@H]2[C@H]1C(=O)N(Cc1ccccc1)[C@H]2c1ccc(-c2ccoc2)cc1F,-7,60*
COc1cccc(C(C2C(=O)CC(C)(C)CC2=O)C2C(=O)CC(C)(C)CC2=O)c1,3,3
O=[N+]([O-])c1ccc(-c2nc(Cc3ccccc3)no2)cc1,-14,14
Cc1cc(NC(=O)C2CCN(C(=O)c3c[nH]c4ccccc34)CC2)no1,-1,-8
C=CCOc1ccc(C=Nc2ccc(Cl)cc2)cc1,-5,5
Cc1c(Cl)cccc1NC(=O)CCCn1cccc1,-2,11
CC(C)(C)c1sc(N)nc1-c1ccccc1,4,12
Cn1nnnc1SCC(=O)Nc1cccc([N+](=O)[O-])c1,-3,2
CCCCN(CCCC)S(=O)(=O)c1ccc(C(=O)Nc2nnc(-c3cccs3)o2)cc1,-8,25
COc1ccc(C(=O)O/N=C(\N)c2ccccn2)cc1OC,-7,i
Cn1cc(Cl)c(C=C(C#N)S(=O)(=O)c2ccccn2)n1,5&6,.
O=c1c(-c2ccc3c(c2)OCCO3)coc2cc(OCc3ccc([N+](=O)[O-])cc3)ccc12,-7,4
CC(C)C(=O)Nc1ccc(NC(=O)c2ccc(Cl)cc2)cc1,-4,-2
CC(=O)c1ccc(NC(=O)CSC(C)C)cc1,-9,-1
# (list continues)
SMILES,Pf apPOL inh,mHTT CaM bind
O=C(CSc1nnc(COc2ccccc2)o1)NCc1ccco1,5,3
CCn1ccc2c(cc(C(=O)NC3CCCCC3)n2C)c1=O,2,-7
CCN(CCN(C)C)Cc1ccccc1F,3,-6
N#CC(=Cc1csc([N+](=O)[O-])c1)S(=O)(=O)c1ccccn1,6,.
CCCNC(=O)C(C1CCCC1)N1CCN(C(C)=O)CC1 (centres undefined),-4,0
O=C(c1cccc(NS(=O)(=O)c2cccc(F)c2)c1)N1CCOCC1,-3,-1
COc1ccc(S(=O)(=O)Oc2ccc3c(c2)OC(=Cc2ccc(OC)c(OC)c2)C3=O)cc1,2,-4
Cc1cc(OCC(=O)Nc2ccc(Br)cn2)cc(C)c1Cl,-2,3
O=C(NCCCN1CCCCCC1)c1csc2c1CCCCC2,0,14
COc1ccc(-c2nc3s/c(=C\c4ccncc4)c(=O)n3n2)cc1,2,0
Cc1ccc(C(=O)Cn2c(C)csc2=Nc2ccccc2)cc1,-1,44
Cc1cc(C)c(C#N)c(SCC(=O)Nc2cccc3cccnc23)n1,-1,2
O=C(Cn1nc2c(c1NC(=O)Cc1noc3ccccc13)CSC2)NCC1CCCO1 (centres undefined),-3,48
CCOCCCNC(=O)C1CCN(c2nccc(C)n2)CC1,-2,-7
CC1(C)CC2CC(C)(CN2C(=O)c2ccccc2NC(=O)c2ccco2)C1 (centres undefined),8,5
Cc1cc(C)nc(SC(C)C(=O)O)n1 (centres undefined),-10,0
CCCCN(C)C(=O)c1c[nH]n2c(=O)c(Cc3ccc(F)cc3)c(C)nc12,-6,6
C(=Nc1ccc(-c2ccc(N=Cc3cccnc3)cc2)cc1)c1cccnc1,.,2
CC1(C)CC(=O)c2cc(C#N)c(SCC(=O)N3CCc4ccccc43)nc2C1,-5,0
COc1ccc(CNC(=O)C2(C)CCCN(C(=O)c3ccccc3)C2)cc1 (centres undefined),-2,-5
CCc1onc(C)c1C1CCCN1C(=O)Nc1ccc(Br)cc1 (centres undefined),4,-2
CCc1nc(-c2ccc(C(=O)NC)cc2)no1,-2,-1
Cc1cc(=O)c2cc(Cl)ccc2[nH]1,-3,8
CN(Cc1ccccc1)Cc1ccco1,-5,-6

# Source: PubChem

# An excerpt, so the mix of outcomes need not match the whole.
